Assay outcomes from PubChem.
RMI FANCM FP: blocks RMI1/RMI2 complex binding to FANCM MM2 peptide; Fluorescence polarization, RMI core complex with F-MM2 peptide; active compounds read low; FP signal (polarization) at 33 µM; 70,000 compounds, 0.58% hits; AID 1159607; in the data active means FP signal below about 40; further: inactives centre near 61; strong numbers were not always called active; unit not given here
* = called active by the depositor; & = joins results of further samples. Some of the compounds tested, so the mix of outcomes need not match the whole.

RMI FANCM FP,SMILES
58,COc1ccc(N2CCN(c3cc(=O)n(C4CCCCC4)c(=O)[nH]3)CC2)cc1
74,Cc1nc2cc(NS(=O)(=O)c3cccc4cccnc34)ccc2s1
60,COc1ccc(OC)c2[nH]c(=O)c(CCNC(=S)NCCn3ccc4ccccc43)cc12
60,C/C(=N\N1CCN(c2ccccn2)CC1)c1ccc([N+](=O)[O-])cc1
64,CC(C)CNC(=O)Cc1csc2nc(-c3ccccc3)cn12
67,CCC(=O)Nc1ccc(S(=O)(=O)Nc2ccc3c(c2)C(=O)NCCO3)c(C)c1
61,O=C(Cc1ccc([N+](=O)[O-])cc1)NNC(=O)c1cccn(Cc2ccc(F)cc2)c1=O
63,COc1cc(C)c(C)cc1S(=O)(=O)NCCCn1nc(-c2ccc(F)cc2)ccc1=O
63,CCOC(=O)c1csc(NC(=O)CS(=O)(=O)c2ccc(F)cc2)n1
56&64,OC(CN1CCC(NC2CCCCC2O)CC1)Cn1ccc2ccccc21 (configuration not stated)
58,Cc1[nH]nc2c1C1=C(C(=O)CC(C)(C)C1)C(c1ccc(N(C)C)cc1)N2 (configuration not stated)
72,CCOc1ccc(-n2ccnc(SCC(=O)Nc3ccc(F)cc3F)c2=O)cc1
59,COC(=O)c1ccc(CSc2nc3sc4c(c3c(=O)n2-c2ccccc2)CCCC4)cc1
67,Cc1cccc(NC(=O)CC2SC(=O)N(c3ccc(F)cc3)C2=O)c1 (configuration not stated)
59,NC(=O)CSc1nccn1-c1cccc(C(F)(F)F)c1
54,Cc1cccc(N/N=C(\C#N)c2nc(-c3cc4ccccc4oc3=O)cs2)c1
49,CN(C)c1ccc(/C=N\N=C(\C(=O)c2ccccc2)c2ccccc2)cc1
90,CNc1nn(CC(=O)Nc2cc(C)c(Cl)cc2OC)c(N)c1-c1nc(-c2ccccc2C)no1
62,CC1CCN(S(=O)(=O)Nc2ccccn2)CC1
5,COc1cc(N/N=C(\C#N)c2nc(-c3ccc(F)cc3)cs2)c(OC)cc1Cl
96,C=CCN1C(=O)C(C)(C)COc2cc(NC(=O)c3ccc(F)cc3)ccc21
93,CC1Oc2ccccc2C(=O)N(CC(=O)c2ccc([N+](=O)[O-])cc2)C1=O (configuration not stated)
65,COc1cccc(-c2nc(CSc3n[nH]c(=O)c4cc(-c5cccs5)nn34)c(C)o2)c1OC
24*,CCOC(=O)c1ccc(N=Cc2cc(Cl)cc(Cl)c2O)cc1
61,COc1cccc2cc(C(=O)N3CCNC(=O)C3C)oc12 (configuration not stated)
52,O=C(CCSc1ccc(F)cc1)Nc1nnc(-c2ccccc2Cl)o1
55,COc1ccc2cc(-c3ccon3)ccc2c1
64,Cc1nc2ccccc2n1Cc1ccc(C(=O)NCc2c(F)cccc2F)o1
64,CCCCOC(=O)c1ccc(NC(=O)c2cnc3sccn3c2=O)cc1
65,COc1cccc(-c2ccc(=O)n(Cc3nc(-c4ccc(OC)cc4OC)no3)n2)c1
67,COc1cc(-c2noc(C3CC(=O)N(c4ccc5c(c4)OCO5)C3)n2)cc(OC)c1OC (configuration not stated)
73,CC(C)CS(=O)(=O)Nc1ccc2c(c1)CCCN2C(=O)c1cccs1
58&53,O=C(Nc1ccc(-c2ccccn2)s1)N1CCOCC1
65,Cc1cccc2sc(N(CC3CCCO3)C(=O)C3CCCCN3S(C)(=O)=O)nc12 (configuration not stated)
74,Cc1cc(C)cc(C(=O)NCC2CCN(Cc3ccco3)CC2)c1
63,Cc1ccc(Nc2nn(CC(=O)Nc3ccc(C)c(C)c3)c(N)c2S(=O)(=O)c2ccccc2)cc1
72,Cc1cc(NC(=O)C(=O)c2c[nH]c3ccccc23)n(-c2nc(-c3cccs3)cs2)n1
51,Nc1nc(Sc2c([N+](=O)[O-])cc(C(F)(F)F)cc2[N+](=O)[O-])n[nH]1
72,COc1ccc(S(=O)(=O)Cc2nc(-c3ccc(C)cc3)no2)cc1OC
63,COC(=O)c1oc2nc(C)cc(C)c2c1N
52,COc1ccccc1OCC(=O)NCC(c1ccc(C)cc1)N1CCOCC1 (configuration not stated)
51,CC1(C)CC(=O)C(N=Nc2cccc(F)c2C#N)=C(O)C1
65,COc1ccc(OC)c(S(=O)(=O)NCCCn2nc(-c3ccc(F)cc3)ccc2=O)c1
69,COc1ccc(-c2ccc(=O)n(CCCNS(=O)(=O)c3ccc(F)cc3)n2)cc1
59,CCOC(=O)c1ccccc1NC(=O)CCCn1nc(-c2ccc(Cl)cc2)ccc1=O
87,COc1cc(NC(=O)NCC(c2ccsc2)N(C)C)cc(OC)c1 (configuration not stated)
64,O=C(NCc1ccc(F)cc1)NCC(c1ccsc1)N1CCOCC1 (configuration not stated)
73,Cc1sc(NC(=O)c2ccc(F)cc2)c(CN2CCN(C(=O)c3ccco3)CC2)c1C
65,CC1CCC(C(C)C)C(OP(=O)(OC2CC(C)CCC2C(C)C)C(O)/C=C/c2ccccc2)C1 (configuration not stated)
73,O=S(=O)(c1cccc(Cl)c1)N1CCN(c2ccc(-c3ccco3)nn2)CC1
67,COc1ccc(OC)c(S(=O)(=O)Nc2ccc3c(c2)N(C)C(=O)C(C)(C)CO3)c1
74,CCc1ccc(-c2ccc(SCC(=O)Nc3nc(C)cs3)nn2)cc1
54,CC1CCCCN1c1ccc(N2CCN(C(=O)/C=C/c3ccccc3)CC2)nn1 (configuration not stated)
56,COCCn1c(=NC(=O)c2ccccc2S(C)(=O)=O)sc2cc(F)cc(F)c21
142,COc1cc(NC(=O)Cn2nc(SC)c(-c3nc(-c4ccccc4)no3)c2N)cc(OC)c1
52,Cn1nc(-c2cccc(NC(=O)c3cccnc3)c2)ccc1=O
55,O=C(Nc1nnc(SCc2cc(=O)c(OC(=O)c3ccccc3F)co2)s1)c1cccs1
59,O=S(=O)(Cc1cccc(C(F)(F)F)c1)N1CCOCC1
52,O=C(O)c1ccccc1C(=O)NC1CCN(c2nccc(C(F)(F)F)n2)CC1
57,CSC(=NS(=O)(=O)c1ccccc1)NNc1cc(C(F)(F)F)cc(C)n1

(more compounds)
RMI FANCM FP,SMILES
74,CC(=O)Oc1ccccc1C(=O)Nc1ncc([N+](=O)[O-])s1
88,NC(=O)c1ccc(NC(=O)Cc2csc(SCc3ccc(Cl)cc3)n2)cc1
58,Cc1cc(=O)n2ncnc2n1CC(=O)N/N=C\c1ccc(Cl)cc1
67,COCCn1c(-c2ccncc2)n[nH]c1=S
102,COc1ccc(Cl)cc1NC(=O)CSc1ccc(NC(=O)C2CC2)nn1
68,CC(=O)N1CCc2ccc(NC(=O)c3ccccc3C(F)(F)F)cc21
69,CC(=O)N1CCc2ccc(NC(=O)COc3ccc(F)cc3)cc21
75,Cc1nc(SCC(=O)Nc2ccc(Cl)c(C(F)(F)F)c2)c2c3c(sc2n1)CCCC3
87,Cc1ccc2nc(NC(=O)CSc3nncc(=O)n3N)sc2c1
55,O=C(CCS(=O)(=O)c1ccc(F)cc1)N1CCN(c2ccccc2)CC1
62,NNC(=O)CNC(=O)c1ccccc1C(F)(F)F
67,CN(C(=O)Nc1ccc(F)cc1)c1ccccc1
53,Cc1c(Cl)ccc2sc(N(Cc3ccco3)C(=O)c3cccc(F)c3)nc12
53,CC1C(=O)N2CCCc3cc(NC(=O)COc4ccc5ccccc5c4)cc1c32 (configuration not stated)
65,O=C(CCc1ccccc1)NCCn1ncc2c(N3CCCC3)ncnc21
60,O=C(NCCNS(=O)(=O)c1ccc(Cl)cc1)C1=Cc2cc(Cl)ccc2OC1
59,O=C(COc1ccc(Cl)cc1)Nc1nc2c(F)cccc2s1
53,Cc1cccc(C)c1NC(=O)CSc1nnc(C)c(=O)n1N
53,O=C(NC1(C(F)(F)F)Oc2ccccc2O1)Sc1ccccc1
62,O=C(NCCS(=O)(=O)N1CCN(Cc2ccccc2)CC1)c1c(F)cccc1F
57,Cc1ccc2cc(CCNC(=O)C(=O)c3c[nH]c4ccccc34)c(=O)[nH]c2c1C
58,COC(=O)c1ccc(NC(=O)CSc2nc3cc(-c4ccccc4)sc3c(=O)n2C)cc1
74,Cn1c(=N)sc2ccccc21
58&69,CC(=O)OCC(=O)[C@@]1(O)CC[C@H]2[C@@H]3CCC4=CC(=O)CC[C@]4(C)[C@H]3C(=O)C[C@@]21C
70,O=C(Cn1nc(-c2cccs2)c2sc(N3CCCC3)nc2c1=O)NCc1ccco1
89,CCOc1ccccc1-c1nc(Cn2nnc(C(=O)Nc3ccccc3CC)c2C)c(C)o1
67,CN(C(=O)N1CCN(c2ccccn2)CC1)c1ccccc1
67,CCN1C(=O)C(C)(C)COc2ccc(NS(=O)(=O)Cc3ccccc3)cc21
65,O=C(CC1CSc2nc3c(c(=O)n21)CCCC3)N1CCN(c2ccccc2)CC1 (configuration not stated)
56&55,Fc1ccc(NC(=S)NC2CC3CC2C2C=CCC32)cc1 (configuration not stated)
65,Cc1cc(S(=O)(=O)NCCCn2nc(-c3ccncc3)ccc2=O)ccc1F
57,O=C(NCc1ccc2c(c1)OCO2)c1cccnc1Oc1ccccc1
56,Cn1ncc(C(=O)Nc2ccc(OC(F)(F)F)cc2)c1-n1cccc1
66,CCCNC(=O)CSc1nnc2[nH]c(=O)c3c(n12)CCCC3
58,Cc1ccc(NS(=O)(=O)c2cc(C(F)(F)F)cc(C(F)(F)F)c2)c(N)c1
63,O=C(c1ccc(S(=O)(=O)N2CCOCC2)cc1)N1CCN(c2ncccn2)CC1
61,O=S(=O)(c1ccc(Oc2ccc(S(=O)(=O)N3CCOCC3)cc2)cc1)N1CCOCC1
60,O=C(O)c1ccc(S(=O)(=O)N2CCc3ccccc32)cc1
67,Cc1cc(C)c2nc(N(CCN3CCOCC3)C(=O)c3ccnn3C)sc2c1
57,Cc1ccc(-c2nn(-c3ccccc3)cc2/C=N\n2cnc3c(sc4nc(C)cc(C)c43)c2=O)cc1
72,Cc1cc2nc(NC(=O)/C=C/c3cccc([N+](=O)[O-])c3)sc2cc1C
62,CCn1cccc(-c2nnc(SCC(=O)Nc3nccs3)n2C)c1=O
56,O=C(O)C12CC3CC(C1)CC(c1ccc([N+](=O)[O-])cc1)(C3)C2
66,CC(=O)c1ccc(N2CCN(C(=O)Cc3csc(Nc4ccc(F)cc4)n3)CC2)cc1
53,Cc1nn(-c2ccccc2)nc1C(=O)N(C)c1nnc(C(F)(F)F)s1
57,O=C(NCc1cccnc1)C(=O)NCC1OCCCN1S(=O)(=O)c1cccs1 (configuration not stated)
70,COC(=O)c1cnn(-c2ccc(Cl)cc2)c1N
59,COC(=O)c1cc(=O)c2cc(OC)ccc2[nH]1
57,O=C(O)CCC/C=C\C[C@@H]1[C@@H](/C=C/[C@H](O)C2Cc3ccccc3C2)[C@@H](F)C[C@@H]1O
69,COc1ccc(-c2ccc(N3CCN(C(=O)c4ccccc4F)CC3)nn2)cc1OC
70,Cc1cc(NC(=O)C2CCCN(S(=O)(=O)c3ccc(Cl)s3)C2)n(C(C)C)n1 (configuration not stated)
51,CC(C)(C)NC(=S)N/N=C\c1c(Br)cnn1Cc1ccc(Cl)cc1
67,COc1ccc(S(=O)(=O)N2CCN(c3ccc4nnc(C)n4n3)CC2)cc1OC
56,CCN1CCN(CC(=O)Nc2ccc(C)cc2)C(=O)C1=O
61,CCn1c(=NC(=O)c2ccc3ncsc3c2)sc2cccc(OC)c21
78,Cc1ccc(N2C(=O)CS(=O)(=O)C23C(=O)N(Cc2ccccc2C)c2ccccc23)cc1Cl (configuration not stated)
70,Cn1ccc(C(=O)N(CCCN2CCOCC2)c2nc3c(F)cc(F)cc3s2)n1
66,COc1ccccc1Nc1snc2sc(C(=O)c3ccc(C)cc3)c(N)c12
57,NC1=NC(=O)C(CC(=O)Nc2cc([N+](=O)[O-])ccc2Cl)S1 (configuration not stated)
59,O=C1C[C@@H](c2ccccc2)Oc2cc(O)cc(O)c21

Further records
RMI FANCM FP,SMILES
72,O=C(O)c1ccc(CNS(=O)(=O)c2cccc(C(F)(F)F)c2)cc1
61,C/C(=C/C(=O)O)C(=O)Nc1sc2c(c1C#N)CCCC2
57,CCOc1cc(-c2ccccc2)[nH]c(=S)n1
64,COc1cc(CCC(=O)NNC(=O)C(F)(F)F)cc(OC)c1OC
72,O=C(c1cccc(Cl)c1)N1CCN(c2nc3ccccc3s2)CC1
58,CC(C)N(C(=O)Cn1c2ccc(Br)cc2c2nc3ccccc3nc21)c1ccccc1
55,O=C(NNC(=O)c1cccs1)c1cncc(C#Cc2ccccc2)c1
51,CN1C(=O)/C(=C\c2ccc(C(=O)Nc3ccc(O)cc3C(=O)O)cc2)SC1=S

Arranged by formula weight (rising): some entries from above
RMI FANCM FP,SMILES
61,C/C(=C/C(=O)O)C(=O)Nc1sc2c(c1C#N)CCCC2
55,O=C(NNC(=O)c1cccs1)c1cncc(C#Cc2ccccc2)c1
51,CN1C(=O)/C(=C\c2ccc(C(=O)Nc3ccc(O)cc3C(=O)O)cc2)SC1=S

Among those listed so far, these contain a CF3 group.
RMI FANCM FP,SMILES
59,NC(=O)CSc1nccn1-c1cccc(C(F)(F)F)c1
51,Nc1nc(Sc2c([N+](=O)[O-])cc(C(F)(F)F)cc2[N+](=O)[O-])n[nH]1
59,O=S(=O)(Cc1cccc(C(F)(F)F)c1)N1CCOCC1
52,O=C(O)c1ccccc1C(=O)NC1CCN(c2nccc(C(F)(F)F)n2)CC1
57,CSC(=NS(=O)(=O)c1ccccc1)NNc1cc(C(F)(F)F)cc(C)n1
68,CC(=O)N1CCc2ccc(NC(=O)c3ccccc3C(F)(F)F)cc21
75,Cc1nc(SCC(=O)Nc2ccc(Cl)c(C(F)(F)F)c2)c2c3c(sc2n1)CCCC3
62,NNC(=O)CNC(=O)c1ccccc1C(F)(F)F
53,O=C(NC1(C(F)(F)F)Oc2ccccc2O1)Sc1ccccc1
56,Cn1ncc(C(=O)Nc2ccc(OC(F)(F)F)cc2)c1-n1cccc1
58,Cc1ccc(NS(=O)(=O)c2cc(C(F)(F)F)cc(C(F)(F)F)c2)c(N)c1
53,Cc1nn(-c2ccccc2)nc1C(=O)N(C)c1nnc(C(F)(F)F)s1
72,O=C(O)c1ccc(CNS(=O)(=O)c2cccc(C(F)(F)F)c2)cc1
64,COc1cc(CCC(=O)NNC(=O)C(F)(F)F)cc(OC)c1OC
